# Screening results (PubChem)
# PLC-beta3 inh = inhibitors of human phospholipase C beta3. AID 720704. 0.18% of 370,000 active. inhibition, % at 12.2 µM. Purified PLC-beta3, fluorogenic substrate, fluorescence; in the data active means inhibition above about 11%;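 further: 0% = median of compound wells on plate and 100% = full blocker control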
# DAX1 inh-1 = NR0B1 (DAX1) inhibition; HEK293 Gal4-DAX1 luciferase reporter, luminescence; inhibition, % at 6.75 µM; 0.99% of 340,000 active; AID 504766;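 active means inhibition above the mean over all tested compounds plus 3 SD, cut at about 4.2% in these data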;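 further: 0% = DAX1-transfected cells with DMSO and 100% = empty-vector control cells with DMSO; inhibition shows as a rise in luminescence from relieved DAX1 repression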
# Target sequence (P51843 207-470 limits assumed): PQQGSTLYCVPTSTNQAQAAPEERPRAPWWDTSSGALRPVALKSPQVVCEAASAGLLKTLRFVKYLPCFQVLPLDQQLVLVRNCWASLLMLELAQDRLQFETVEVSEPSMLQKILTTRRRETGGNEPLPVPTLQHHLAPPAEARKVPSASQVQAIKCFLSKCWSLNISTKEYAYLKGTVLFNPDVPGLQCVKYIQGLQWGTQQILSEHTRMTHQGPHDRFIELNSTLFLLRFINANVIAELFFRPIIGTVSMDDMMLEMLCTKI
# Rev-erbA mod = modulates human Rev-erb alpha binding to DNA | 0.79% of 370,000 active | activity, % at 10 µM | P20393 | Rev-erbα–FITC-DNA binding, fluorescence polarization, 90 min;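 active means activity above about 14%, limit read from the data; passing the limit was not always enough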;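 further: 0% = DMSO wells with 35 nM protein and 100% = DMSO wells with 750 nM protein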
# hcDAF-12 act = activators of H. contortus DAF-12 nuclear receptor; HEK293 hcDAF-12 lit1-tk-luc reporter, luminescence; 0% DMSO, 100% Δ7-dafachronic acid; activation, % at 6.8 µM; 1.4% of 370,000 active;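 active means activation above the mean of all tested compounds plus 3 SD, cut at about 5.5% in these data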;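 further: 100% = response to 3 µM Δ7-dafachronic acid high control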
# SMARCA2 act = activators of SMARCA2 function. MG213 cells, MMTV-luciferase reporter, dexamethasone, overnight. AID 652017. 1% of 370,000 active. activation, % at 9.1 µM; in the data active means activation above about 7.8%;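 further: 0% = vehicle wells and 100% = reference activator wells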
# MBD2 inh = blocks human MBD2 binding to methylated DNA; Q9UBB5; TR-FRET, MBD2 binding to methylated oligonucleotide; inhibition, % at 4.4 µM; 0.31% of 370,000 active; AID 686964; in the data active means inhibition above about 13%
# ssDAF12 agonist = activators of S. stercoralis DAF-12 nuclear receptor; HEK293 ssDAF-12/GRIP1 lit1-tk-luc reporter, luminescence; % of 3 µM dafachronic acid response; 1% of 370,000 active; activation, % at 6.8 µM; AID 652126;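 active means activation above the mean over all tested compounds plus 3 SD, cut at about 0.9% in these data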;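 further: 0% = DMSO-only wells and 100% = 3 µM delta7-dafachronic acid wells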
# ADAM17 inh = inhibitors of human ADAM17 | inhibition, % at 6.95 µM | recombinant ADAM17, EDANS/DABCYL FRET peptide cleavage | 0.83% of 370,000 active | AID 720648 | P78536;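 active means inhibition above the mean of compounds lying between control limits plus 3 SD, set per campaign, cut at about 8.5% in these data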;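 further: 0% = DMSO-only wells as the low control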
# Target sequence (P78536 215-824 limits assumed): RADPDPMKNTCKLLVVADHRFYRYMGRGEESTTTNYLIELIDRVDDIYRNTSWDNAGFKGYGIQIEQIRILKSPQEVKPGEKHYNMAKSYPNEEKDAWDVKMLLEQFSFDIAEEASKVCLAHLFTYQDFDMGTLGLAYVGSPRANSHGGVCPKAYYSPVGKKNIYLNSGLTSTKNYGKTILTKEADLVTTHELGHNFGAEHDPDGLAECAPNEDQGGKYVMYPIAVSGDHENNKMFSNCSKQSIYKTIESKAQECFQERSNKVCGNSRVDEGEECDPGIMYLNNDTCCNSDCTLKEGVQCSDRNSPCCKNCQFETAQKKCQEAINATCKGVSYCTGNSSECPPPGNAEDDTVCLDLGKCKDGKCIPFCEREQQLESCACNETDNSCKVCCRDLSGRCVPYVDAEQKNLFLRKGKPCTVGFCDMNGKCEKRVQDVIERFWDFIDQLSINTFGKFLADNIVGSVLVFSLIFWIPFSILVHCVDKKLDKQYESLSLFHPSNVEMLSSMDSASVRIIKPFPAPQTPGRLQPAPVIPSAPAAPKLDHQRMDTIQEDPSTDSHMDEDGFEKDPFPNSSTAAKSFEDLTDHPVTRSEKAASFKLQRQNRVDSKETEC
# PLCg1 inh = inhibitors of human phospholipase C gamma1; P19174; purified PLC-gamma1, fluorogenic substrate, fluorescence; inhibition, % at 12.2 µM; 0.84% of 370,000 active; AID 720700; in the data active means inhibition above about 9.5%
# hgDAF-12 ag = hgDAF-12 agonism, primary luciferase screen | HEK293 GAL4-hgDAF12 UAS-luciferase reporter, agonist luminescence; normalized to butyrate control | activation, % at 6.8 µM | 1.8% of 370,000 active | AID 687014;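 active means activation above a cutoff set at the mean of all screened compounds plus 3 SD, cut at about 10% in these data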;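 further: 0% = DMSO wells and 100% = sodium butyrate wells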
# DAX1 inh-2 = blocks DAX1 repression of SF-1 activated StAR promoter; HEK293T StAR-luciferase reporter, SF-1/DAX-1 repression relief; inhibition, % at 6.8 µM; 1.1% of 370,000 active; AID 652010;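 active means inhibition above the mean over all tested compounds plus 3 SD, cut at about 3.6% in these data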;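 further: 0% = DAX-1 cells with DMSO and 100% = cells lacking DAX-1 with DMSO; higher inhibition means more luminescence from relief of DAX-1 repression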
# The depositor's hits bear a star; . = not tested or not shown.
SMILES,PLC-beta3 inh,DAX1 inh-1,Rev-erbA mod,hcDAF-12 act,SMARCA2 act,MBD2 inh,ssDAF12 agonist,ADAM17 inh,PLCg1 inh,hgDAF-12 ag,DAX1 inh-2
O=C(Oc1ccc(-c2ccccc2)cc1)N1CCOCC1,0,0.1,-1,3.1,2,12,-0.7,-8,0,7.9,1.5
O=C(NC(=S)Nc1ccc(S(=O)(=O)N2CCCC2)cc1)c1cccs1,-1,-0.9,3,-1.5,0,-4,-2.1,1,4,0.5,-1.2
Cc1ccc(NC(C)C(=O)N/N=C/c2c[nH]c3ccccc23)cc1 (stereo not drawn),-1,-1.0,5,2.8,-1,-3,-0.1,5,2,0.4,-0.4
COC(=O)C1=CN(c2cccc(Cl)c2)C=C(C(=O)OC)C1c1cccc(OC)c1,-35,1.1,2,-1.6,-3,4,-0.9,-24,-32,-0.6,0.7
COc1ccc(N(CC(=O)NC2CCCCC2)C(=O)c2snc(C(N)=O)c2N)cc1,-7,2.1,-1,-1.8,-3,-2,-0.8,-7,-3,1.4,0.0
CC(NC(=O)CNC(=S)N(Cc1ccccc1)Cc1cccnc1)c1ccccc1 (stereo not drawn),-3,-0.3,6,-0.9,-1,2,-1.1,-6,1,0.9,0.0
Cc1cc(C(F)F)n2ncc(C(=O)NCc3ccccc3C(F)(F)F)c2n1,-57,-0.2,6,-1.0,0,-2,-1.5,-10,-39,-1.3,-0.5
COc1cccc(-c2cc(NC=O)c3ncc(-c4ccc(C(C)=O)cc4)n3c2)c1,-314,.,-1,5.0,-2,1,-0.2,-20,-223,11*,-4.6
CC(C)(C)c1ccc(S(=O)(=O)NC(=O)C2(C)CCN2C(=O)C2CCCCC2)cc1 (stereo not drawn),-4,.,7,-0.1,-4,-2,-0.7,-2,-1,1.8,0.5
C=CCOc1cccc(C(=O)N2CCCC(Nc3ccc4c(c3)OCCO4)C2)c1 (stereo not drawn),-12,-0.5,6,-0.5,-1,0,-1.1,-3,3,0.4,-2.4

# Only ssDAF12 agonist and ADAM17 inh, for 2 of the compounds above:
SMILES	ssDAF12 agonist	ADAM17 inh
COc1cccc(-c2cc(NC=O)c3ncc(-c4ccc(C(C)=O)cc4)n3c2)c1	-0.2	-20
COc1ccc(N(CC(=O)NC2CCCCC2)C(=O)c2snc(C(N)=O)c2N)cc1	-0.8	-7

# (continued)
SMILES,PLC-beta3 inh,DAX1 inh-1,Rev-erbA mod,hcDAF-12 act,SMARCA2 act,MBD2 inh,ssDAF12 agonist,ADAM17 inh,PLCg1 inh,hgDAF-12 ag,DAX1 inh-2
CCn1c2ccccc2c2cc(NC(=O)c3ccc(=O)oc3)ccc21,-272,.,-24,0.6,-2,5,-1.2,-45,-197,-1.3,-0.4
COc1ccc2[nH]c(C(=O)N3CCCN(Cc4ccc(F)cc4)CC3)cc2c1,-104,0.4,2,-2.0,-4,4,-2.1,-33,-66,0.1,-0.1
CCOC(=O)[C@@H]1[C@H]2COc3ccc(Br)cc3[C@@H]2N2C(=O)N(c3ccc(C)cc3)C(=O)[C@@]12C,1,0.1,0,0.8,1,2,-1.3,-1,0,1.0,-0.2
C/C(CC(=O)Nc1ccccc1F)=N\NC(=O)Cc1ccc(Cl)cc1,2,0.5,5,-1.9,-1,-3,-0.7,4,3,-1.9,0.2
O=C(NN=Cc1ccc(-c2ccccc2)cc1)c1cc(-c2ccc(Cl)cc2)n[nH]1,6,.,-12,-0.5,0,2,-0.9,0,0,2.0,-0.2
COC(=O)C1=C(C)N(Cc2cccc(C(F)(F)F)c2)C(=NCC2CC2)NC1c1ccc(F)cc1 (stereo not drawn),-2,.,-1,1.8,-7,0,-0.4,-4,0,2.0,3.1
COc1cc(C(=O)OCC(=O)Nc2c(C)n(C)n(-c3ccccc3)c2=O)c([N+](=O)[O-])cc1OC,-5,-1.1,-1,1.0,0,2,-0.4,0,-2,0.5,0.0
Cc1nn(C)c(Cl)c1NC(=O)OCc1ccc(F)cc1,1,-2.7,-4,0.6,-3,-8,-1.3,-1,4,-1.5,-0.5
NC(=O)C1(NC(=O)[C@@H]2CC3(CC(c4cccc(NC(=O)[C@@H]5CCC(=O)N5)c4)=NO3)CN2C(=O)Cc2ccc(Cl)cc2)CC1 (stereo partly drawn),4,-0.2,7,-1.7,2,-5,-1.6,-1,2,0.6,0.1
C/[N+]([O-])=C/c1c(OCc2ccccc2)ccc2ccccc12,1,1.1,-1,1.9,1,6,-0.7,-1,3,3.0,0.8
O=C(CN1CCN(c2ccccn2)CC1)NCc1cccs1,-3,0.2,7,-1.1,-2,6,-1.7,-6,-2,-1.3,-0.4
COC(=O)c1ccc2nc(-c3ccc(OC)c(OC)c3)c(Cc3cccc(F)c3)n2c1,-490,.,1,0.8,-2,6,-0.3,-53,-319,-3.2,-1.5
COCCNc1nc(-c2ccc(Cl)cc2C)c2sccc2n1,-242,.,-9,-0.8,-1,2,-1.6,-223,-180,1.0,1.6
COc1ccc(C2(CNC(=O)c3cccs3)CCOCC2)cc1,-7,-1.1,-4,-2.0,-1,7,-1.3,-7,-1,-1.9,-0.3
O=C(c1ccc2c(c1)OCO2)N1CCC2(CC1)Oc1ccc(F)cc1C(=O)C21CC(c2cccnc2)=NO1 (stereo not drawn),-8,0.2,5,-0.8,1,6,-1.8,-9,-4,-2.7,-0.2
Cc1c(N)c(C(C)(C)C)cc(C(C)(C)C)c1[N+](=O)[O-],2,0.4,3,-0.7,2,-4,-1.8,2,0,-0.6,0.6
COC(=O)CCC(=O)Nc1cccc(C(=O)Nc2cccc(Cl)c2)c1,-5,0.7,-6,3.0,-3,0,-0.8,-1,-1,1.1,0.9
O=C(NCC1CCCO1)c1cccc(NC(=O)c2ccc(Br)cc2)c1 (stereo not drawn),-4,-0.1,3,-1.7,-2,-2,-1.0,-1,4,-1.3,-2.4
COc1ccccc1OCCNC(=O)C1CC(=O)N(c2ccccc2OC)C1 (stereo not drawn),-5,0.3,-5,0.2,1,-1,-1.6,1,-3,0.9,-0.2
O=C1C2Sc3[nH]c(=O)sc3C(c3ccccc3)C2C(=O)N1c1ccc(Cl)cc1 (stereo not drawn),-7,1.0,-4,-0.9,3,-7,-0.9,-11,-4,-1.6,-0.6
CCCn1c(SCC(=O)Nc2ccc3c(c2)OCCO3)nnc1-c1ccco1,1,-1.0,-1,-4.1,2,-1,-1.0,-3,0,0.5,-0.1
O=C1CCC/C=C/C[C@@H](CC(=O)N(CCO)Cc2ccccc2)C(=O)NC[C@H](c2ccccc2)O1,1,-0.7,-3,-2.5,-1,3,-1.4,2,0,0.1,1.1
O=[N+]([O-])c1cccc(NC(=S)NCCc2ccccc2)c1,-1,-2.5,-2,-3.1,-1,-2,-2.3,6,1,-0.5,-1.7
Cc1cccc(-n2c(=O)c3ccccc3n3c(=S)[nH]nc23)c1C,-7,0.4,3,-0.2,-1,-2,-0.8,-5,-1,-0.8,-0.3
C#CCN(C[C@@H]1[C@@H](OC(=O)NCC2CCCCC2)[C@@H](OC(=O)NCC2CCCCC2)Cn2c(=O)n(CCCCCC)c(=O)n21)S(=O)(=O)c1ccc(C)cc1,4,2.6,1,-0.7,2,-6,-1.0,0,-3,7.9,-0.3
COc1cc(S(=O)(=O)Nc2ccc3c(c2)C(=O)N(C)C3=O)ccc1NC(C)=O,-174,0.6,-4,-1.4,1,1,-1.4,-2,-158,-1.6,-1.0
COc1ccc(-n2cc(-c3ccc(OC(F)F)cc3)[n+]3c2CCCCC3)cc1,3,-1.2,-2,-0.5,-2,4,-2.2,-1,1,-2.1,-2.0
COc1ccc(-c2nc(N)ncc2Oc2ccccc2Br)c(O)c1,-20,-1.8,104*,0.3,1,2,-1.5,3,-12,-3.1,-0.6
Cc1ccc(Cl)cc1N1CCN(S(=O)(=O)c2ccc3c(c2)CC(=O)N3C)CC1,4,0.1,-2,-1.5,-1,0,-1.2,4,4,-0.2,-1.8
COc1cccc(N(C(=O)c2cnccn2)C(C(=O)NC2CCCCC2)c2ccc(Cl)cc2)c1 (stereo not drawn),-3,0.6,2,-0.6,0,4,-1.2,-7,-1,2.0,-0.4
COc1ccc(S(=O)(=O)Nc2c(C)n(C)n(-c3ccccc3)c2=O)c(Cl)c1Cl,-8,-0.7,5,-0.5,-3,-2,-0.7,-1,1,-2.0,-0.8
NC(=O)c1nsc(C(=O)N(c2ccccc2)C(C(=O)NC2CCCC2)c2cccs2)c1N (stereo not drawn),-47,0.0,0,-0.7,-3,-3,-0.6,-30,-30,-1.1,-0.1
CCCCCN(C(=O)CCC(=O)OCC(=O)N1C(C)CCCC1C)c1c(N)n(CCCC)c(=O)[nH]c1=O (stereo not drawn),-6,1.9,0,-0.7,1,0,-1.3,-6,0,-2.6,-0.8
CC1(C)NC(=O)N(CC(=O)OCC(=O)Nc2cccc(F)c2)C1=O,-1,1.7,3,0.2,0,0,-0.8,-6,-2,0.8,-0.3
COc1ccccc1NC(=S)N(CCc1ccc(OC)c(OC)c1)Cc1ccccn1,-3,-0.5,-2,-1.5,-1,5,-1.7,-5,-2,-2.1,0.2
COc1ccc(C(=O)C[n+]2ccc3c(c2)nc(-c2ccccc2)n3C)cc1,-9,2.3,-1,0.8,-4,3,-0.6,-4,2,3.6,-0.6
Cc1cccc(C)c1NC(=S)N/N=C/c1ccccc1C(=O)O,-3,0.3,-7,-1.0,-1,1,-0.8,0,3,-1.2,0.4
O=C(CSc1ccccn1)N1CCN(S(=O)(=O)c2ccc(Cl)cc2)CC1,-2,-0.4,-4,-1.0,-3,4,0.0,-4,-5,1.3,-0.8
O=C(N/N=C/c1cccnc1)c1ccc(Cn2cc([N+](=O)[O-])cn2)o1,-2,-0.4,8,1.6,1,2,-1.2,1,-1,3.8,-0.1
CC1CCCCC1NC(=O)Cc1ccc(S(=O)(=O)N2CCOCC2)s1 (stereo not drawn),-10,0.6,-1,0.4,-1,1,-0.6,-5,2,-1.0,-0.8
Cc1csc(=O)n1CCC(=O)OCc1nnc(-c2ccc([N+](=O)[O-])cc2)o1,-7,1.0,8,-0.2,0,3,-1.1,-1,-1,2.2,-0.9
Cc1cc(C)cc(NC(=O)Cn2nnc(C(=O)NCc3ccco3)c2N)c1,-25,0.1,-2,-1.9,-3,-3,-1.4,1,-1,-0.6,0.3
COc1cc(C(=O)NCCNC(=O)c2ccco2)cc(OC)c1OC,-46,1.0,-13,-1.3,3,-3,-0.3,-4,-32,4.2,-1.6
O=[N+]([O-])c1ccc(NN=C(Oc2ccccc2)c2ccc([N+](=O)[O-])cc2)cc1,-4,0.7,4,-0.9,-3,0,-1.1,-4,2,4.0,-0.5
Clc1ccc(OCCn2ccnc2)c2ccccc12,3,1.8,4,-1.9,1,4,-1.4,0,4,-1.3,0.0
O=C(Nc1ccc(S(=O)(=O)N2CCOCC2)cc1)c1cccs1,9,-0.5,-4,-0.3,-3,0,-1.0,-2,1,-3.1,0.5
COc1ccc(C[C@H]2CN3C(=NC[C@@H]3C)N2CCNC(=O)CCC2CCCCC2)cc1,5,0.0,3,-0.5,-2,5,-1.3,11*,7,0.0,0.6
